Assay outcomes: PubChem BioAssay, Broad Institute
LGR2 inh = Drosophila LGR2 receptor signaling inhibition. inhibition, % at 9.99 µM. HEK293 LGR2, CRE-luciferase, bursicon-stimulated, 4 h. 380,000 tested, 0.35% active. AID 720647;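 active = drop in luminescence signal, shown as inhibition above about 50% in the replicate tests, limit read from the data, passing the limit was not always enough; inconclusive = probably only some replicates passing the limit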;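 note: agonist challenge used bursicon conditioned medium at about half maximal strength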
S100A4 inh HTS = inhibitors of human S100A4 binding to myosin IIA peptide | S100A4/TAMRA-MyoIIA peptide fluorescence polarization | 360,000 tested, 0.14% active | inhibition, % at 10.7 µM | P26447;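 active = mean inhibition of at least 70% across replicates, with every replicate also reaching that level; inconclusive = mean inhibition reaches 70% but some replicates fall short; inactive = mean inhibition below 70%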
Target sequence (P26447 whole entry, looked up): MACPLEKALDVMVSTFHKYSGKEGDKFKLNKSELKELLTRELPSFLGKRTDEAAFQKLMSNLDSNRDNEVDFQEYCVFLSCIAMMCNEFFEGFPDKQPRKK
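Test system: S100A4 monomer protein; Medium: HEPES pH 7.2 with CaCl2, KCl, NaCl, DTT, Triton; Probe or stimulus: TAMRA-labelled myosin IIA heavy-chain peptide probe, 5 nM; Doses: one dose per compound; Times: polarization read 5 min after assay mix addition, stable 5–60 min; Benchmarks: neutral control DMSO, positive control TFP.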
PAX8 reporter = lowers PAX8-driven luciferase in RMG-I cells; RMG-I TPO-luciferase reporter, SteadyGlo, 24 h; inhibition, % at 12.6 µM; 360,000 tested, 1.2% active; AID 652154;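 active = mean replicate inhibition at least 60% with every replicate also reaching 60%; inconclusive = only one of the two criteria is met; inactive = mean below 60% and not all replicates reaching 60%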;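 note: luciferase light reporting Pax8 driven TPO promoter activity; plate controls were median of neutral control wells for no effect and mitoxantrone controls for full effect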
PglD inh = PglD (C. jejuni) enzyme inhibition; purified PglD enzyme, DTNB colorimetric CoA detection; inhibition, % at 12.5 µM; 360,000 tested, 0.098% active; in the data active = inhibition above about 16%, passing the limit was not always enough; inconclusive = no clear call, values can overlap the other calls; note: strong numbers were not always called active
EWS-Fli inh = inhibitors of EWS/Fli oncoprotein transcriptional activity | inhibition, % at 12.6 µM | 350,000 tested, 0.67% active | A673 NR0B1-luciferase reporter, viability-normalised;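 active = mean inhibition of at least 50% after viability correction, with every replicate also passing that limit; inconclusive = mean reaches 50% but only one of two replicates passes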;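 note: firefly luciferase signal divided by Alamar Blue viability fluorescence both relative to DMSO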
FN deposition inh = fibronectin deposition inhibition. AH1F fibroblasts, Alexa488-fibronectin deposition fluorescence, overnight. inhibition, % at 12.6 µM. 350,000 tested, 0.086% active. AID 743247;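 active = mean inhibition across replicates of 30% or more, regardless of how many single replicates reach that level; inconclusive = mean under 30% yet at least half of replicates reach 30%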;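 note: positive control wells lacked labelled fibronectin entirely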
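test system = AH1F fibroblasts assembling fluorescent fibronectin matrix | quantity = 10000 AH1F cells per well | buffer or medium = DMEM plus 2% serum, read in PBS | doses = single dose, pinned | incubation = 1 h cell attachment, overnight exposure to compound and label | detection = fluorescence at 485 nm excitation, 525 nm emission | read-out basis = inhibition from reduced deposited-fibronectin fluorescence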
ERAP1 inh = ERAP1 (human) enzyme inhibition; recombinant ERAP1, Leu-AMC fluorescence, 60 min; inhibition, % at 10.7 µM; 340,000 tested, 0.15% active; Q9NZ08;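 active = mean replicate inhibition of at least 30%, or all replicates individually reaching that 30% level; inactive = mean below 30% and not every replicate reaching it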;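 note: 0% = neutral control wells and 100% = L-leucinethiol positive control wells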
Target sequence (Q9NZ08 whole entry, looked up): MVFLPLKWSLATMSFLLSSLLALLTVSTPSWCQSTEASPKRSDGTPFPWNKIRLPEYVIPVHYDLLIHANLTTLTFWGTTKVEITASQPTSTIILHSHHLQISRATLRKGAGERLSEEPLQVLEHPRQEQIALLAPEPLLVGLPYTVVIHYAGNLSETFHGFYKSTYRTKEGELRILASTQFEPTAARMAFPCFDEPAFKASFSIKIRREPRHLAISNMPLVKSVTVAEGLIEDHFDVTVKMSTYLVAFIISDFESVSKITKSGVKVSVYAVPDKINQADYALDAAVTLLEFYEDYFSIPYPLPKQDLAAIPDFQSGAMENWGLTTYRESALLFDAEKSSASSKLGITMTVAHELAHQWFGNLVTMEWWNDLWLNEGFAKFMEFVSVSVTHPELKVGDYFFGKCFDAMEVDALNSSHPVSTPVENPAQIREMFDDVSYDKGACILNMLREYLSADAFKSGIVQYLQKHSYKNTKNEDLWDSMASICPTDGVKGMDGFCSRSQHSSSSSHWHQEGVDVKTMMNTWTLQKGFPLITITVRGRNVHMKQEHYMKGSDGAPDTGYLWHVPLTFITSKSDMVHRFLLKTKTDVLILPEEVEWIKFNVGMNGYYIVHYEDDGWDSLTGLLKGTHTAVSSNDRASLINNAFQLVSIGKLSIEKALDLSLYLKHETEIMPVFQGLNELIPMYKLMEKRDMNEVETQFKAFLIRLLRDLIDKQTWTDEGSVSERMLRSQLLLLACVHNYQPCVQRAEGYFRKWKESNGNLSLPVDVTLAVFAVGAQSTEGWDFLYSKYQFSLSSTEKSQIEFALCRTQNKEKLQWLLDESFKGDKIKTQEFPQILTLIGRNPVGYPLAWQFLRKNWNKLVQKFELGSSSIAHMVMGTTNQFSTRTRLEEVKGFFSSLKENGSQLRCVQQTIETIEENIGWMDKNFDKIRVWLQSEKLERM
PGC1a acetyl inh = modulators of PGC1a acetylation; U2OS PGC1a acetylation, AlphaScreen anti-acetyl-lysine; with virally co-expressed GCN5 acetyltransferase; 350,000 tested, 0.17% active; inhibition, % at 15.6 µM;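 active = every replicate shows inhibition of at least 40%; inconclusive = mean inhibition at least 40% but some replicate below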;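 note: 0% = neutral control wells and 100% = positive control wells; some results beyond the cut were filed as inactive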
Active calls of the source: *; ? = inconclusive; . = no result given; & = joins results of further samples; ! = not confirmed by another sample.

no.	Structure	LGR2 inh	S100A4 inh HTS	PAX8 reporter	PglD inh	EWS-Fli inh	FN deposition inh	ERAP1 inh	PGC1a acetyl inh
1	N#Cc1cccc(-c2ccc3c(c2)[C@H]2[C@H](CCN2S(=O)(=O)c2cccc(F)c2)[C@@H](CO)N3)c1	4	1	33	4	-1	18	0	1
2	Cc1ccc(-c2csc(N(CCCN(C)C)C(=O)c3ccco3)n2)cc1	3	-17	-13	.	-7	6	1	-5
3	C[C@H](O)C#Cc1ccc([C@H]2[C@@H](CO)N3CCCCN(C(=O)c4ccc5c(c4)OCO5)C[C@@H]23)cc1	-17	1	-7	3	-2	0	1	2
4	Cc1ccc(S(=O)(=O)CCC(=O)c2cccc([N+](=O)[O-])c2)cc1	-5	2	26	7	23	3	9	.
5	O=C(O)c1ccc(CSc2ncnc3c2cnn3Cc2ccccc2)cc1	5	-2	6	-8	8	6	0	-5
6	CC(C)C(=O)Nc1ccc2c(c1)C(=O)N(C)[C@@H]1CC[C@@H](CC(=O)NC3CCCC3)O[C@@H]1CO2	3	.	-1	.	0	15	.	2
7	O=C(OCC(=O)c1ccc(Cl)cc1Cl)c1cnccn1	-4	-3	-10	-2	0	6	-3	-2
8	C[C@@H]1CN([C@H](C)CO)C(=O)CCCn2cc(nn2)CO[C@@H]1CN(C)C(=O)NC1CCCC1	-3	.	.	6	3	1	.	?
9	COc1ccc(CCNC(=O)CCC(=O)N2CC(C)Oc3ccccc32)cc1OC (stereo unspecified)	0	1	-11	1	0	7	5	-2
10	C[C@H](CO)N1C[C@H](C)[C@@H](CN(C)S(C)(=O)=O)Oc2ccc(NS(=O)(=O)c3cccs3)cc2C1=O	4	-5	.	-3	-16	.	.	8
11	O=C(N[C@H]1CC[C@H](CCNC(=O)c2ccccc2F)O[C@@H]1CO)c1cnccn1	12	0	-3	-2	1	-8	4	4
12	C=CCOc1ccccc1CN1CCC(n2nccc2NC(=O)c2ccccc2)CC1	-6	-1	17	-5	5	0	-3	-9
13	CCc1nnc(NC(=O)CN2C(=O)CCC2=O)s1	-2	.	17	1	.	3	.	-7
14	COc1cc(C(=O)N/N=C/c2coc3ccc(Cl)cc3c2=O)ccc1O	7	-1	-3	-2	14	13	1	.
15	CCCCc1c(-c2ccccc2OC)ncn1CCc1cccc(F)c1	0	-3	-1	.	7	-1	-1	.
16	CCc1nnc(NS(=O)(=O)c2ccc(NC(=O)c3cccc(OC)c3)cc2)s1	-15	-3	-13	-2	.	3	-2	4
17	COc1cc(F)ccc1-c1csc(C(NC(C)=O)c2ccc(F)c(F)c2)n1 (stereo unspecified)	-2	-1	-2	-3	-3	-5	2	2
18	CCNC(=O)C[C@H]1CC[C@H]2[C@H](COc3ccc(NC(=O)c4cscn4)cc3C(=O)N2C)O1	-13	3	-18	4	3	.	-4	2
19	COc1ccc(N2C(=O)CSC2c2ccc([N+](=O)[O-])cc2)cc1 (stereo unspecified)	5	-15	12	-4	4	1	-1	4
20	CO[C@H]1CN(C)C(=O)c2cc(NC(=O)c3ccccc3F)ccc2OC[C@H](C)NC[C@@H]1C	4	-7	-6	4	-3	5	0	1
21	CCCCN1C(=O)C(CC(=O)NCCc2ccccn2)CC(C(=O)N(C(C)C)C(C)C)=C1C (stereo unspecified)	20	-2	-47	2	-5	-1	.	-13
22	Cc1cccc(S(=O)(=O)N2[C@@H]3CNC[C@H]2C3c2ccc(-c3ccncc3)cc2)c1 (stereo partly specified)	-9&10	-9&0	-2&-11	.	65*!	4&-1	2	7&0
23	N#C[C@H]1[C@@H](c2ccc(-c3ccccc3F)cc2)[C@@H](CO)N1C(=O)Cc1ccccc1	-5	12	-6	-1	-6	6	6	-8
24	Cc1nn(C)c(C)c1NS(=O)(=O)c1c(C)n[nH]c1C	11	-11	-4	-3	2	-2	-4	11
25	COC(=O)c1ccc(CN2CC(=O)N3[C@@H](CO)[C@H](c4ccc(-c5ccccc5F)cc4)[C@@H]3C2)cc1	-17	-12	7	.	-4	.	1	2
26	Cc1oc(-c2ccccc2)cc1C(=O)NCc1ccncc1	6	-1	15	.	4	-2	.	.
27	Cc1nn(C(=O)CCC(=O)NCc2cccc(F)c2)c2ccccc12	7	4	12	6	.	-5	0	1
28	COC(=O)c1ccc(OC(=O)C2CC(=O)N(c3ccc(C)cc3C)C2)cc1 (stereo unspecified)	0	.	.	3	.	-7	.	8
29	CCCCCOc1ccc(/C(C)=N/NC2=NCCN2)cc1	-3	-8	-5	-16	21	-10	-8	18
30	CCOc1ccc(Br)cc1S(=O)(=O)NCC(c1ccc(OC)cc1)N1CCOCC1 (stereo unspecified)	2	-17	-4	-4	-9	0	5	1
31	COc1ccc(S(=O)(=O)N2CCC(C(=O)NCc3cccnc3)CC2)cc1C	0	-3	-6	-1	3	-5	1	-3
32	Cc1cc(C)nc(NS(=O)(=O)c2ccc(NC(=O)Cc3ccccc3)cc2)n1	0	-17	-17	.	6	.	-1	-2
33	Cc1cc(C(C#N)c2ccc(Cl)cc2)c(Cl)cc1NC(=O)c1cc(I)cc(I)c1O (stereo unspecified)	.	1	3	6	1	-11	-1	6
34	COCC(=O)Nc1ccc2c(c1)[C@@H]1C[C@@H](CC(=O)NC3CCCC3)O[C@H](CO)[C@@H]1O2	-8	-1	-12	-2	-2	.	1	11
35	O=C(Nc1cccc(O)c1)c1ccc(C(F)(F)F)cc1	-94	0	-31	.	-78	4	0	4
36	O=C(Nc1cc(C(F)(F)F)ccc1-n1cncn1)c1ccc(F)cc1Cl	6	-1	-9	4	3	2	0	4
37	C=CCN(CC=C)C(=O)C1CCN(S(=O)(=O)c2ccc(N3CCCC3=O)cc2)CC1	-1	-10	0	4	5	1	0	1
38	OCC1OC(n2cnc3c(N4CCCCC4)ncnc32)C(O)C1O (stereo unspecified)	18	1	-11	.	-3	-5	-1	.
39	O=C1CSC(=O)N1CCOCCN1C(=O)CSC1=O	.	.	-7	-3	.	1	.	4
40	O=C(NC[C@H]1N[C@H](CO)[C@@H]1c1ccccc1)c1ccccc1F	8	0	-16	-4	0	7	.	4
41	Cc1cccc(C(=O)Nc2nnc(-c3ccc(C(C)(C)C)cc3)s2)c1	.	.	-79	-5	.	-4	.	-5
42	COc1ccc(CCNC(=O)c2cc3c(=O)n(C)c4ccccc4c3n2C)c(OC)c1	2	-5	-14	1	0	0	-2	8
43	Cc1c(C(=O)NCc2ccc(F)cc2)sc(=O)n1Cc1ccc(C(=O)c2ccccc2)cc1	7	4	20	1	8	5	.	.
44	O=[N+]([O-])c1ccc(Cl)cc1N/N=C/c1ccncc1	-5	-1	-8	-7	19	7	-2	21
45	Cc1cccnc1NC(=O)CCc1nnc2ccc(NCc3ccco3)nn12	-2	-2	-4	.	.	-7	1	-4
46	COc1cccc2c3c(c(=O)[nH]c12)CC(C)(C)O3	8	-3	20	0	-8	5	.	4
47	COc1ccc(CNCCC(c2ccccc2)c2ccc(OC(C)C)cc2)cc1OC (stereo unspecified)	6	-3	21	2	46	-4	-4	-16
48	Cc1ccc(N/C(SCc2ccccc2C)=C(/C#N)C(=O)NCc2ccco2)cc1C	.	.	23	4	.	-4	.	10
49	CC1CCc2c(sc3nc(C(C)(C)C)nc(N4CCN(C(=O)CCl)CC4)c23)C1 (stereo unspecified)	.	-1	22	-4	69*	-6	2	19
50	CCc1ccc(S(=O)(=O)N2CCN(c3ccccc3OC)CC2)cc1	-2	0	13	-3	11	-14	-1	1
51	O=C(NCC(=O)N1CCOCC1)c1ccc(Cl)c(Cl)c1	-37	-9	.	-4	-34	-5	-2	-2
52	COC(=O)C1=C(C)N(Cc2ccco2)C(=O)/C1=C\c1ccc([N+](=O)[O-])cc1	-16	-9	13	6	19	1	1	2
53	CCOC(=O)C1=C(COC(=O)/C=C/c2cccc(OC)c2)NC(=O)NC1C (stereo unspecified)	-6	2	3	-3	1	0	4	-15
54	CNC[C@@H]1OCCCC[C@@H](C)Oc2ccc(NC(=O)Nc3ccc(OC)cc3)cc2C(=O)N([C@H](C)CO)C[C@@H]1C	-8	.	0	.	-3	3	.	6
55	COc1cc(NC(=O)COn2nnc3ccc(S(C)(=O)=O)cc32)cc(OC)c1	-3	-2	22	-5	12	3	4	-16
56	COc1ccc(CCN=C(N)NS(=O)(=O)c2cccs2)cc1OC	-6	2	0	-6	3	0	3	.
57	O=C(O)CCCC(=O)OCc1c(-c2ccccc2)ncc2ccccc12	9	2	3	-3	-8	-9	3	.
58	O=c1c(-c2cccnc2)nc2ccccc2n1C(c1ccccn1)c1nc2ccccc2[nH]1 (stereo unspecified)	-32	3	3	.	-1	12	-5	.
59	C[C@@H]1CCCCO[C@@H](CN(C)C(=O)Nc2ccc(F)cc2)[C@@H](C)CN([C@@H](C)CO)C(=O)c2cc(N(C)C)ccc2O1	-7	4	2	-2	-3	.	1	-5
60	Cc1ccc(S(=O)(=O)N(C)C[C@@H]2Oc3ccc(NC(=O)c4ccncc4)cc3CC(=O)N([C@@H](C)CO)C[C@@H]2C)cc1	-9	-2	-3	-3	1	.	1	0

Sorted by the number under LGR2 inh (rising): three of the compounds above
entry	Molecule	LGR2 inh
58	O=c1c(-c2cccnc2)nc2ccccc2n1C(c1ccccn1)c1nc2ccccc2[nH]1 (stereo unspecified)	-32
52	COC(=O)C1=C(C)N(Cc2ccco2)C(=O)/C1=C\c1ccc([N+](=O)[O-])cc1	-16
59	C[C@@H]1CCCCO[C@@H](CN(C)C(=O)Nc2ccc(F)cc2)[C@@H](C)CN([C@@H](C)CO)C(=O)c2cc(N(C)C)ccc2O1	-7

Following part:
no.	Structure	LGR2 inh	S100A4 inh HTS	PAX8 reporter	PglD inh	EWS-Fli inh	FN deposition inh	ERAP1 inh	PGC1a acetyl inh
61	C[C@@H]1CN([C@H](C)CO)C(=O)Cc2cc(NC(=O)Nc3cccc4ccccc34)ccc2O[C@@H]1CN(C)S(=O)(=O)c1ccc(F)cc1	-8	-8	-12	2	3	.	2	5
62	COc1ccccc1OCC(=O)Nc1ccc(-c2nnc(-c3ccco3)o2)cc1	18	-10	11	2	-18	-9	-5	12
63	Cc1ccc(NC(=O)CNC(=O)CN2C(=O)c3ccccc3C2=O)cc1	13	2	7	-2	-3	7	-3	-17
64	Oc1ccc(C=NNc2nc3ccccc3s2)c(O)c1	?	0	14	7	-42	14	-7	3
65	CCC(=O)c1ccc(OCC(=O)OCC(=O)N2CCCc3ccccc32)cc1	3	-4	8	-3	1	-3	-1	.
66	CC(=O)c1ccc(NC(=O)c2cc(CC(C)C)nc3ccccc23)cc1	.	-1	5	2	-48	5	19	17
67	COc1ccc(OC)c(S(=O)(=O)Nc2ccc(C(N)=O)cc2)c1	7	-8	.	-1	11	.	6	0
68	CN(C)c1ccc(N/C=C/C(=O)c2ccco2)cc1	.	.	-153	-1	.	2	.	2
69	COc1ccc(Cl)c(-c2cc(C(=O)NCc3ccco3)[nH]n2)c1	-22	-4	-35	.	-65	0	-1	-5
70	C#CCN1CCc2onc(-c3ccccc3OC)c2C1=O	10	-5	-5	3	-10	.	-6	6
71	CC(C)NC(=O)N1[C@H](CO)[C@@H](c2ccccc2)C12CN(C(=O)CN(C)C)C2	3	-6	-12	.	5	.	-4	2
